Screening data (PubChem BioAssay)
NPC1 promoter act: activators of NPC1 promoter; AID 485313; Huh7 NPC1 promoter luciferase reporter, 24 h; 2.4% of 320,000 active; Potency, µM (top dose mostly 9.22 µM), without a hit: top-dose activation, most hits filed as activators;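 also: potency is read from the fitted curve at half-maximal effect; % of control where 0% means no effect; nearly all actives have a fitted effect of over 60% in size; reporter is driven by a mutant NPC1 promoter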
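Luminescence from an NPC1 promoter-driven luciferase reporter in stably transfected Huh7 cells was measured after 24 h compound treatment at 37 °C, followed by 10 min ambient incubation with luciferase detection reagent.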
Rab9 promoter act: activates the Rab9 promoter; Potency, µM (doses to about 9.22 µM), for inactives: at the top dose activation, negative = inhibition, most hits filed as activators; AID 485297; 2.8% of 320,000 active; Huh7 Rab9 promoter-luciferase reporter, luminescence, 24 h; also: potency is read from the fitted curve at half-maximal effect; % of control where 0% means no effect; nearly all actives have a fitted effect of over 60% in size
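Huh7 cells stably carrying Rab9 promoter–luciferase reporter, plated 1500 cells/well, compound added after 2 h and incubated 24 h at 37 °C; luciferase luminescence then read after 10 min with detection reagent.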
MBNL1-CUG inh: MBNL1-poly(CUG) RNA binding inhibition; TR-FRET MBNL1-His/biotin-(CUG)12 binding, 665/545 ratio; AID 2675; Potency, µM (top dose mostly 57.5 µM), for inactives: at the top dose activity change, negative = inhibition, hits mostly inhibitors; Q9NR56; 0.036% of 280,000 active; active = well fitted inhibition curve with a large enough effect in the signal ratio, with a control signal flat, not every such curve was filed as active; inconclusive = small, poorly fitted or top-dose-only effect, or effect the other way, or a change in a side signal; inactive = no such curve, though single readings can be large or run the other way; the % refers to the signal ratio; also: potency is read from the fitted curve at half-maximal effect; % is scaled to controls: 0 for no effect and ±100 for the full control effect
Target sequence (Q9NR56 whole entry, looked up): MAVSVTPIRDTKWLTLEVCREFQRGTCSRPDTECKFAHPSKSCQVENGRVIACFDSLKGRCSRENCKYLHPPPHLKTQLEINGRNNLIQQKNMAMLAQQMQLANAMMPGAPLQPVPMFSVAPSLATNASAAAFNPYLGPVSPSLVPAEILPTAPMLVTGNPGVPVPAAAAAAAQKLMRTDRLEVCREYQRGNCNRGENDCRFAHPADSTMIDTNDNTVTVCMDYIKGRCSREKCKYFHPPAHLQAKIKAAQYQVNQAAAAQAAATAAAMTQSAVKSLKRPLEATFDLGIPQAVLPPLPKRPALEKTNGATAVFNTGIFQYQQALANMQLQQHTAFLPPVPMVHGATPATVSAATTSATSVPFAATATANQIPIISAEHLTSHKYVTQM
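Compounds (final 92 nM to 58 uM) are added to His-tagged MBNL1 and biotin-(CUG)12, then terbium anti-His antibody and streptavidin-XL665 (5 nM final). After 60 min at room temperature, the 665/545 nm ratio is read.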
RORg inh: ROR gamma (mouse) transcription inhibition. Drosophila S2 Gal4-RORgamma UAS-luciferase reporter, 20 h. Potency, µM (series often up to 53.6 µM), for the others: top-dose activity change, negative = inhibition, most hits filed as inhibitors. 5.4% of 310,000 active. AID 2551; also: potency is read from the fitted curve at half-maximal effect; % is scaled to controls: 0 for no effect and ±100 for the full control effect; nearly all actives have a fitted effect of over 60% in size
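Read-out: Photinus luciferase luminescence; inhibitors lower reporter signal. Insect Schneider cells with Gal4-ROR gamma fusion under metallothionein promoter, UAS reporter; 700 uM final copper sulfate induction, 20 hr, ambient temperature.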
Gal4-VP16 FLuc: Gal4-VP16 reporter inhibition counter-screen. Drosophila S2 Gal4-VP16 UAS-luciferase, luminescence, 20 h. 3.5% of 310,000 active. Potency, µM (series often up to 53.6 µM), for the others: top-dose activity, negative = inhibition, usual class: inhibitors;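 also: Gal4-VP16 expression switched on by copper sulfate through the metallothionein promoter; potency is read from the fitted curve at half-maximal effect; % is scaled to controls: 0 for no effect and ±100 for the full control effect; nearly all actives have a fitted effect of over 50% in size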
ELG1 DNA repair: blocks ELG1-dependent DNA repair in HEK293T cells; HEK293T ELG1-luciferase reporter, luminescence, 16 h; DNA damage induced by 5-fluorouridine; Potency, µM (doses to about 46.1 µM), for inactives: at the top dose activity change, negative = inhibition, hits mostly inhibitors; 2.3% of 330,000 active; also: potency is read from the fitted curve at half-maximal effect; % is scaled to controls: 0 for no effect and ±100 for the full control effect; nearly all actives have a fitted effect of over 55% in size
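Reporter activity after DNA damage by 5-fluorouridine is monitored. Compound-treated cells incubate 16 hr at 37 °C, then ONE-Glo is added for 30 min before luminescence reading.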
Mito fusion act: blocks mitochondrial division or promotes mitochondrial fusion. S. cerevisiae fusion-defective mutant growth rescue, CellTiterGlo 48 h. Potency, µM (doses to about 46.1 µM), for the others: top-dose growth rescue (activation), usual class: activators. 0.23% of 320,000 active;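 also: potency is read from the fitted curve at half-maximal effect; % of control where 0% means no effect; nearly all actives have a fitted effect of over 45% in size; temperature-sensitive fusion mutants such as fzo1-1 at 37 °C on non-fermentable ethanol glycerol medium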
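Growth-rescue viability read-out: after 48 h at the non-permissive 37C in glycerol/ethanol YPEG, yeast mitochondrial fusion mutants are measured by CellTiterGlo luminescence; compounds (23 nl pinned per well) restoring growth score as division inhibitors or fusion activators.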
PKM2 act: PKM2 (human) enzyme activation. P14618. purified PKM2, Kinase-Glo ATP luminescence, activation; response scale: 0% is enzyme alone, no compound. Potency, µM (top dose mostly 57.5 µM), inactives show top-dose activation, most hits filed as activators. 0.34% of 260,000 active. AID 1631; also: potency is read from the fitted curve at half-maximal effect; % is scaled to controls: 0 for no effect and ±100 for the full control effect; nearly all actives have a fitted effect of over 55% in size
Target sequence (P14618 whole entry, looked up): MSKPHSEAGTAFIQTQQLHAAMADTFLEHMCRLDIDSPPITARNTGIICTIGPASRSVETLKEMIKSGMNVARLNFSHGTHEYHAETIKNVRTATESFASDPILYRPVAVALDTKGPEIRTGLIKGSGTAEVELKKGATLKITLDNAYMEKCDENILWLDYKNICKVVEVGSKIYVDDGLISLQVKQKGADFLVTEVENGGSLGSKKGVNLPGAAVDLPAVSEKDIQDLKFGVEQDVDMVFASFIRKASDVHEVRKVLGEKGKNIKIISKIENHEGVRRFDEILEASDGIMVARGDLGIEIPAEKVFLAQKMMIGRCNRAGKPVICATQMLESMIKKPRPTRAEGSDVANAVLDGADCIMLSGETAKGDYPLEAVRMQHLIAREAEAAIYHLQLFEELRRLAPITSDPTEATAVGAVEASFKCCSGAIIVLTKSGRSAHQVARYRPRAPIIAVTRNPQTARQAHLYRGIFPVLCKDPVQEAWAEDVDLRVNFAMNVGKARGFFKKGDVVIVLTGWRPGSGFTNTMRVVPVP
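Purified hPK-M2 (>95% pure) converted ADP (0.1 mM final) to ATP with 0.5 mM PEP in 50 mM imidazole pH7.2, KCl, MgCl2, Tween 20, BSA; 1 h at room temperature. ATP detected by Kinase-Glo luminescence.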
Menin-MLL TR inh: menin-MLL binding inhibition, Texas Red mutant peptide. Menin + Texas Red MLL mutant peptide, fluorescence polarization. Potency, µM (doses to about 61.6 µM), for the others: at the highest dose FP activity change, negative = inhibition, usual class: inhibitors. 0.23% of 270,000 active. AID 1768; active = well fitted inhibition curve with a large enough effect in the polarisation, with a control signal flat, not every such curve was filed as active; inconclusive = small, poorly fitted or top-dose-only effect, or effect the other way, or a change in a side signal; inactive = no such curve, though single readings can be large or run the other way; the % refers to the polarisation; also: potency is read from the fitted curve at half-maximal effect; % of control where 0% means no effect; many of its hits are not listed in these tables
KCNH2 3.1 block: inhibitors of human KCNH2 3.1 potassium channel isoform; U2OS KCNH2 3.1, thallium flux FluxOr; active compounds read low; AID 720553; activity change, % (tested at about 1.8 µM); 0.95% of 340,000 active;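 active = maximum activity change below -70%; inconclusive = maximum activity change from -70% to -50%; inactive = maximum activity change above -50%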;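 also: thallium influx rate constant from kinetic fluorescence after stimulation buffer; % is scaled to controls: 0 for no effect and ±100 for the full control effect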
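Virally transduced U2OS (3.1 isoform, 4 h infection in dark at RT) → overnight 37 C → FluxOr + Red40 in HBSS/HEPES, 45 min → stimulation buffer, 2 min kinetic read → rate constant vs DMSO controls.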
FLuc modulator: inhibits or activates purified firefly luciferase, miR-21 counter-screen. P08659. purified FLuc, Km substrates, luminescence inhibition. Potency, µM (top dose mostly 57.5 µM), without a hit: at the top dose activity change, negative = inhibition, usual class: inhibitors. 6.9% of 360,000 active. AID 588342;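 also: potency is read from the fitted curve at half-maximal effect; plate controls were vehicle for no effect and reference inhibitor for full effect; nearly all actives have a fitted effect of over 55% in size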
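Biochemical qHTS of compounds, final roughly 60 µM downward over six points, against 10 nM purified firefly luciferase using Km concentrations of substrates (10 uM D-luciferin, 10 uM ATP) in Tris acetate pH 7.5 buffer; luminescence output.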
Numbers without * were called inactive; ? = inconclusive; . = no result given; & = joins results of further samples; [ ] = another dose, or the depositor's remark. Unless noted, calls follow the shape of the dose curve; as a rule, active = well fitted curve in the direction sought with a large enough effect; inconclusive = small, poorly fitted or top-dose-only effect, or another doubt; inactive = no such curve, though single readings can be large; an effect the other way counts as inactive or inconclusive. Only part of the results is shown. The share of hits here may be higher or lower than overall.

SMILES	NPC1 promoter act	Rab9 promoter act	MBNL1-CUG inh	RORg inh	Gal4-VP16 FLuc	ELG1 DNA repair	Mito fusion act	PKM2 act	Menin-MLL TR inh	KCNH2 3.1 block	FLuc modulator
CC(NC(=O)c1ccc2c(=O)n3c(nc2c1)CCC3)c1ccc(S(N)(=O)=O)cc1 (stereo not given)	-4%	-2%	.	.	.	10%	0%	.	.	7	-2%
O=C(OCCN1CCCCC1)c1ccc(O)cc1	3%	12%	0%	17%	0%	?	-5%	-22%	-13%	23	2%
Cc1ccc(S(=O)(=O)Nc2ccc(N3CCCCC3)cc2)cc1	-2%	2%	-7%	18%	-4%	.	20%	-3%	-2%	-1	-3%
COc1ccc2c(Cl)c(C(=O)NN)sc2c1	1%	-1%	13%	11µM*	?	-2%	1%	1%	0%	-8	?
O=C(Oc1ccc(C(=S)N2CCC(O)CC2)cc1)c1ccc(Cl)cc1	-2%	4%	-1%	20%	-18%	11%	4%	22%	18%	6	5.4µM*
COc1cc(NC(=O)c2ccc3c(c2)OCCO3)ccc1NC(=O)c1ccccc1Cl	10%	-1%	-17%	-10%	-11%	-1%	1%	6%	.	-6	-2%
COc1ccc(/C=N/N(C(C)=O)c2nc(-c3ccc(C)cc3)cs2)cc1	-1%	3%	-7%	-14%	-23%	3%	-2%	3%	31%[activator]	3	-1%
Fc1ccc(SCCc2ccccn2)cc1	22%&21%	?	.	?	?	?	-1%&0%	3%&0%	.	-5&8	17µM*
CC(=O)Nc1nc2n(n1)C(c1ccccc1)C=C(c1ccccc1)N2 (stereo not given)	-2%	1%	29%	0%	7%	8%	-1%	-5%	-3%	5	-2%
CCCCNC(=O)[C@H]1C[C@H]1[C@@H](O)[C@H](CO)NC(=O)[C@H](CC(C)C)NC(=O)OC(C)(C)C	-2%	-4%	6%	-15%	-1%	0%	1%	-4%	4%	-1	0%
Cn1c(SCC(=O)c2ccc(O)c(O)c2)nnc1-c1cccs1	0%	14%	.	7%	-14%	0%	0%	-16%	.	-8	-20%
C=CCN1C(=O)/C(=C/c2ccc(OCC(=O)O)cc2)S/C1=N/c1nccs1	3%	-1%	?	6%	-1%	6%	2%	-12%	?	3	1%
CCOC(=O)C1C(=O)NC(N2CCOCC2)=NC1C(C)C (stereo not given)	5%	1%	-6%	-24%	5%	12%	-3%	-8%	-3%	1	-4%
O=C(N/N=C/c1ccco1)c1cc(-c2cccc3ccccc23)n[nH]1	23%	-3%	10%	?	-21%	?	3%	-1%	28%	-18	17µM*
Nc1nonc1-n1nnc(C(=O)N/N=C/c2c[nH]c3ccccc23)c1-c1ccccc1	-4%	-3%	0%	3%	3%	-2%	1%	5%	.	-11	-1%
O=C(NCCC1CCCCN1S(=O)(=O)c1cccs1)C(=O)Nc1ccc(F)cc1F (stereo not given)	-31%[inhibitor]	-21%	.	.	.	-25%	21%	.	.	4	-14%
Cc1ccc(NC(=O)c2c(Cl)nc3ccccn23)cc1	19%	?	3%	29%	?	?	8%	8%	-14%	-1	11µM*
CC(=Nc1ccccc1C)C1=C(O)CSC1=O	0%	1%	1%	13%	18%	14%	1%	0%	-4%	-4	0%
CCOc1ccccc1C(=O)Nc1nccs1	1%	-1%	-15%	3%	2%	0%	-1%	-2%	-8%	16	-6%
Cc1csc(=O)n1CC(=O)OCC(=O)Nc1cc(Cl)ccc1[N+](=O)[O-]	-1%	9%	?	-15%	0%	-1%	-1%	3%	1%	-4	2%
CC(C)C(C)NC(=O)CN1C(=O)NC2(CCc3ccccc3C2)C1=O (stereo not given)	-5%	-7%	-3%	-5%	-3%	6%	?	9%	-5%	13	-2%
Cc1cc(C)c(S(=O)(=O)NCc2cccnc2)cc1C	3%	0%	-1%	24%	-11%	-16%	0%	0%	0%	-6	0%
CCn1c(=O)cc(OCC(=O)N2CCN(c3ccc(F)cc3)CC2)c2ccccc21	-2%	-5%	-2%	-11%	-15%	?	12%	-1%	-9%	-2	-7%&-8%
CN1CCN(Cc2cn[nH]c2-c2ccc(F)cc2F)[C@@H](c2ccccc2)C1	-3%	-11%	-17%	36%	-3%	4%	8%	15%	-13%	9	-2%
COc1cc(-c2nnc(CSc3nnc(Nc4ccc(C(C)C)cc4)s3)o2)cc(OC)c1OC	5%	15%	12%	28%	-15%	6.5µM*	0%	-19%	2%	-25	5.4µM*

One compound at a time, from the list above:
Profile of COc1cc(NC(=O)c2ccc3c(c2)OCCO3)ccc1NC(=O)c1ccccc1Cl : NPC1 promoter act: 10%; Rab9 promoter act: -1%; MBNL1-CUG inh: -17%; RORg inh: -10%; Gal4-VP16 FLuc: -11%; ELG1 DNA repair: -1%; Mito fusion act: 1%; PKM2 act: 6%; Menin-MLL TR inh: .; KCNH2 3.1 block: -6; FLuc modulator: -2%
Profile of CC(=Nc1ccccc1C)C1=C(O)CSC1=O : NPC1 promoter act: 0%; Rab9 promoter act: 1%; MBNL1-CUG inh: 1%; RORg inh: 13%; Gal4-VP16 FLuc: 18%; ELG1 DNA repair: 14%; Mito fusion act: 1%; PKM2 act: 0%; Menin-MLL TR inh: -4%; KCNH2 3.1 block: -4; FLuc modulator: 0%

New compounds follow
SMILES	NPC1 promoter act	Rab9 promoter act	MBNL1-CUG inh	RORg inh	Gal4-VP16 FLuc	ELG1 DNA repair	Mito fusion act	PKM2 act	Menin-MLL TR inh	KCNH2 3.1 block	FLuc modulator
CC(C)CCNC(=O)c1cccc(C(=O)NCCC(C)C)c1	-1%	0%	-5%	5%	-1%	-8%	0%	2%	1%	-2	-1%
CS/C(=C\C(=O)c1ccco1)Nc1ccccc1Cl	-3%	2%	3%	-21%	12%	?	19%	15%	.	4	3.8µM*
C/C(=N\NC(=O)Cn1nc(C)c([N+](=O)[O-])c1C)c1ccc(Cl)s1	8%	4%	-11%	6%	-14%	7%	1%	2%	.	10	-2%
Cc1ccc(C(=O)N2CCCC(C(=O)c3ccc(Oc4ccccc4)cc3)C2)cn1 (stereo not given)	-8%	-24%	2%	21%	?	?	17%	1%	-19%	1	0%
COC(=O)c1ccc(OC(=O)C2CC(=O)N(c3ccc(C)cc3C)C2)cc1 (stereo not given)	1%	-6%	-19%	-1%	-1%	24%	-4%	8%	-12%	5	4%
COc1cccc(NC(=O)CSc2nnc3ccc(-c4ccncc4)nn23)c1	7%	7%	.	.	.	?	7%	.	.	-10	-8%
Cc1ccc(C(=O)NC2CC3CCC(C2)N3C)cc1 (stereo not given)	-1%	0%	.	.	.	4%	0%	.	.	-14	.
CC(C)CCC(O)(CCC(C)C)C(=O)NNc1ccccc1	-3%	-9%	-15%[11.5 µM]	-1%	-1%	?	0%	7%	-2%	-2	5%
Cc1ccc(S(=O)(=O)N(C)c2ccc(OC(=O)c3ccc(N4CCCC4=O)cc3)cc2)cc1	-1%	1%	-1%	?	-7%	0%	0%	0%	?	18	0%
Cc1cc(C)c(S(=O)(=O)N(CC(=O)O)C2CCCCC2)c(C)c1	1%	-7%	-1%	11%	0%	-27%	-4%	-7%	-2%	.	2%
O=C(Cc1ccc(-c2ccccc2)cc1)NC(c1ccccc1)c1ccccc1	1%	1%	5%	-10%	-26%	15%	-5%	8%	10%	-12	6%
N#Cc1cc(-c2ccccc2)[nH]c1-c1nccc2ccccc12	-4%	-5%	10%	10µM*	?	9.2µM*	-13%	3%	30%	-1	?
Cc1cnnc2c1-c1nonc1CC2	6%	-3%	3%	?	-5%[0.365 µM]	-3%	3%	13%	0%	.	9%
O=C(Nc1ccc(S(=O)(=O)Nc2ncccn2)cc1)c1cccc(Br)c1	0%	4%	-2%	27%	-3%	-5%	2%	0%	21%	-4	2%
CCCN(C(=O)c1c(CC)noc1C)c1c(N)n(Cc2ccccc2)c(=O)[nH]c1=O	5%	-1%	.	.	.	26%	3%	.	.	36	2%
